Tb PYK inh – blocks Trypanosoma brucei pyruvate kinase | Potency, µM (titrated, usually from 76.8 µM), for inactives: at the top dose activity, negative = inhibition, usual class: inhibitors | Q57TT1 | AID 624173 | 0.12% of 410,000 active | TbPYK enzyme, Kinase-Glo Plus ATP luminescence, 45 min; also: nearly all actives have a fitted effect of over 50% in size
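Quantitative HTS: titrated library compounds versus trypanosomal pyruvate kinase in TEA buffer (pH 7.2) containing KCl, MgCl2, BSA and Tween-20. Reactions were initiated with ADP, 130 uM final. Kinase-Glo Plus luminescence was read after 45 min at RT.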
Pf growth 48h – inhibits P. falciparum growth in the first generation, 48 h; P. falciparum luciferase growth in erythrocytes, 48 h; Potency, µM (series often up to 28.7 µM), for the others: at the top dose activity change, negative = inhibition, hits mostly inhibitors; 5.9% of 310,000 active
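Compounds are pin-transferred into medium, infected erythrocytes (2% hematocrit, 0.1% parasitemia final) are added, and plates sit one parasite generation at 37 C in 5% CO2. Detection reagent is then added and luminescence measured.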
LmPK inh – blocks Leishmania mexicana pyruvate kinase activity; Q27686; purified LmPK, Kinase-Glo ATP luminescence, 1 h; Potency, µM (top dose mostly 57.5 µM), without a hit: top-dose activity change, negative = inhibition, hits mostly inhibitors; 0.37% of 290,000 active; AID 1721
Target sequence (Q27686 whole entry, looked up): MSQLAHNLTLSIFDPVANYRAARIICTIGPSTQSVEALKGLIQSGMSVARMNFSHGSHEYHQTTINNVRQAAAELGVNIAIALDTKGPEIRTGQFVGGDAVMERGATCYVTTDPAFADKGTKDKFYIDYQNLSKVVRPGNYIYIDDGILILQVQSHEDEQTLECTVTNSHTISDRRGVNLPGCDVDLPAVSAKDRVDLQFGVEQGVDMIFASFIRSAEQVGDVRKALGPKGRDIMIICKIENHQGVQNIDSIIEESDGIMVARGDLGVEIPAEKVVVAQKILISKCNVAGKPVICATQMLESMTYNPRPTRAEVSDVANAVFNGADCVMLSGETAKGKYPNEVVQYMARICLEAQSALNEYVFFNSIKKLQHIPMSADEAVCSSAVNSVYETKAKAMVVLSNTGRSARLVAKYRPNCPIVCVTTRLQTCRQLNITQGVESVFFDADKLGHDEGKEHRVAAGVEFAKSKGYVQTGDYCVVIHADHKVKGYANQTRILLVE
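Pyruvate kinase activity monitored as ATP production (luciferase luminescence). Conditions: 0.1 nM enzyme, 0.5 mM PEP, 0.1 mM ADP, 1 h, RT; normalized against uninhibited and no-enzyme wells.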
Pf growth 96h – inhibits malaria parasite growth, 96 h. P. falciparum luciferase reporter growth, 96 h. Potency, µM (series often up to 28.7 µM), for inactives: top-dose activity change, negative = inhibition, actives largely listed as inhibitors. 6.9% of 320,000 active. AID 504834
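Plates of compound plus infected erythrocytes (2% hematocrit, 0.05% parasitemia final) incubate 96 hours, 37 C, 5% CO2. Detection reagent added; reduced luminescence from the parasites' luciferase reporter flags inhibition.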
Sm TGR inh – inhibitors of Schistosoma mansoni thioredoxin glutathione reductase; Q962Y6; AID 485364; purified TGR, DTNB reduction, TNB absorbance 405 nm; 3% of 360,000 active; Potency, µM (doses to about 114 µM), inactives show top-dose activity change, negative = inhibition, actives largely listed as inhibitors; also: nearly all actives have a fitted effect of over 60% in size
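First, TGR (20 nM dispensed) and NADPH were mixed with compound. Second, a 15 min room-temperature incubation followed. Third, further NADPH and then DTNB were added to start the reaction. Finally, TNB absorbance was monitored kinetically.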
HCV inh – inhibitors of hepatitis C virus infection; AID 651820; 3.4% of 340,000 active; Huh7.5.1 HCVcc-Cre infection, luciferase reporter, 44 h; Potency, µM (top dose mostly 41.8 µM), inactives show top-dose activity change, negative = inhibition, usual class: inhibitors
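Compounds are dispensed onto cells plated 4 h earlier at 1,000 per well, with HCVcc-Cre virus (about 0.5 moi) added next. Following 44 h of culture, luminescent signal is measured for 15 sec after 15 min with substrate at room temperature.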
* = called active by the depositor; & = joins results of further samples; [ ] = dose if it differs, or a comment. Calls follow the shape of the dose curve; as a rule, active = well fitted curve in the direction sought with a large enough effect; inconclusive = small, poorly fitted or top-dose-only effect, or another doubt; inactive = no such curve, though single readings can be large; an effect the other way counts as inactive or inconclusive. % is scaled to controls: 0 for no effect and ±100 for the full control effect; potency is read from the fitted curve at half-maximal effect. An unsorted share of the library; about 16% have a hit in one of these screens.

How did CCOc1ccc(C(=O)NCCCn2ccnc2)cc1 do in these assays?
Tb PYK inh: 8%; Pf growth 48h: 3%; LmPK inh: -2%; Pf growth 96h: 3%; Sm TGR inh: -6%; HCV inh: 12%

Results for Cc1ccc(CNC(=O)C(=O)NCC2OCCN2S(=O)(=O)c2ccc(C)cc2)cc1 (centres undefined) ?
Tb PYK inh: -5%; Pf growth 48h: -1%; LmPK inh: -5%; Pf growth 96h: 3%; Sm TGR inh: -2%

How did CCN(CC(=O)N1CCCC1)S(=O)(=O)c1cc(C)ccc1OC do in these assays?
Tb PYK inh: -5%; Pf growth 48h: -7%; LmPK inh: -4%; Pf growth 96h: 0%; Sm TGR inh: 10%; HCV inh: -8%

What do the screens show for `CCc1nc2ccccc2n1CC1CC1(Cl)Cl` (centres undefined)?
Tb PYK inh: -1%; Pf growth 48h: -25%; LmPK inh: -3%; Pf growth 96h: inconclusive; Sm TGR inh: 46%[activator]; HCV inh: inconclusive

Results for CC(C)[C@H](NC(=O)Cc1ccccc1)C(=O)OCc1cc(=O)n2c(n1)sc1ccccc12 ?
Tb PYK inh: 6%; Pf growth 48h: 6%; LmPK inh: -1%; Pf growth 96h: inconclusive; Sm TGR inh: 0%; HCV inh: 13%

How did CCOC(=O)N1CCN(S(=O)(=O)c2ccc(C)c([N+](=O)[O-])c2)CC1 do in these assays?
Tb PYK inh: 2%; Pf growth 48h: 7%; LmPK inh: 1%; Sm TGR inh: 15%; HCV inh: -12%

How did CN(C)/C=C(\C#N)C(=O)Nc1ccc(F)c(Cl)c1 do in these assays?
Tb PYK inh: -4%; Pf growth 48h: 145%[activator]; LmPK inh: 5%; Pf growth 96h: 189%[activator]; Sm TGR inh: -7%; HCV inh: -19%

What do the screens show for `COc1ccc(C(C)=O)cc1CSc1nnc(Nc2ccccc2C)s1`?
Tb PYK inh: 3%; Pf growth 48h: inconclusive; LmPK inh: 3%; Pf growth 96h: 4.1µM*; Sm TGR inh: -3%; HCV inh: inconclusive

How did O=C(/C=C/c1ccccc1)N(Cc1cccc(Cl)c1)C1CCS(=O)(=O)C1 (centres undefined) do in these assays?
Tb PYK inh: 3%; Pf growth 48h: 6.6µM*; LmPK inh: 5%; Pf growth 96h: 4.1µM*; Sm TGR inh: -6%; HCV inh: 19%

How did Cn1c(=O)c2c(nc(SCCN3CCCCC3)n2Cc2ccccc2)n(C)c1=O do in these assays?
Tb PYK inh: 6%; Pf growth 48h: inconclusive; LmPK inh: -1%; Pf growth 96h: 2.3µM*; Sm TGR inh: -30%; HCV inh: inconclusive

Results for Cc1ccccc1-c1cc(C(=O)O)nn1CC1CC(c2cccc([N+](=O)[O-])c2)=NO1 (centres undefined) ?
Tb PYK inh: -1%; Pf growth 48h: -1%; Pf growth 96h: inconclusive; Sm TGR inh: inconclusive; HCV inh: 9%

Results for C=CCN(C(=O)c1csnn1)C(C(=O)NC1CCCCC1)c1ccc(F)cc1 (centres undefined) ?
Tb PYK inh: -6%; Pf growth 48h: inconclusive; LmPK inh: -5%; Pf growth 96h: inconclusive; Sm TGR inh: 1%; HCV inh: 4%

Results for Cc1ccc(NC(=O)CCCCCN2C(=O)[C@@H]3Cc4ccccc4CN3C2=O)cc1 ?
Tb PYK inh: 6%; Pf growth 48h: -11%; LmPK inh: 1%; Pf growth 96h: inconclusive; Sm TGR inh: 4%; HCV inh: inconclusive

Results for CCOc1cc(/C=N/NC(N)=S)cc(Br)c1OCc1ccccc1C ?
Tb PYK inh: -13%; Pf growth 48h: 13µM*; LmPK inh: 0%; Sm TGR inh: -11%; HCV inh: 11µM*

What do the screens show for `CC(C)CNC(=O)COC(=O)c1n[nH]c2ccccc12`?
Tb PYK inh: -4%; Pf growth 48h: 0%; LmPK inh: -2%; Pf growth 96h: 21%; Sm TGR inh: -1%; HCV inh: 6%

What do the screens show for `O=S(=O)(c1ccc(OCC(O)CN2CCc3ccccc3C2)cc1)N1CCOCC1` (centres undefined)?
Tb PYK inh: 0%; Pf growth 48h: -16%; LmPK inh: 5%; Pf growth 96h: 40%[activator]; Sm TGR inh: -19%; HCV inh: 17%&14%

Results for O=c1c(/C=C(\O)c2ccc(F)cc2)nc2ccccc2n1-c1ccccc1 ?
Tb PYK inh: -10%; LmPK inh: 4%; Pf growth 96h: 25%; Sm TGR inh: 0%; HCV inh: -13%

Results for CC(Nc1ccc2c(c1)OCCO2)C(=O)Nc1ccc2c(c1)OCO2 (centres undefined) ?
Tb PYK inh: -2%; Pf growth 48h: 28%; LmPK inh: 2%; Pf growth 96h: 33%[activator]; Sm TGR inh: -7%; HCV inh: -10%

Results for C1CN(CC2CCN(c3nc4nonc4nc3N3CCSCC3)CC2)CCO1 ?
Tb PYK inh: 0%; Pf growth 48h: 7%; LmPK inh: 1%; Pf growth 96h: -29%; Sm TGR inh: 28µM*; HCV inh: 2%

What do the screens show for `COc1ccc(OC)c(NC(=O)C2CC(=O)N(c3ccc(Br)cc3)C2)c1` (centres undefined)?
Tb PYK inh: -6%; Pf growth 48h: -3%; LmPK inh: 6%; Pf growth 96h: inconclusive; Sm TGR inh: 8%; HCV inh: inconclusive

How did COc1ccc(-c2csc(/C=C/c3ccc4c(c3)OCO4)n2)cc1OC do in these assays?
Tb PYK inh: -11%; Pf growth 48h: 9%; LmPK inh: 0%; Pf growth 96h: 0%; Sm TGR inh: -3%; HCV inh: -7%

How did C/C(=N\NC(=O)c1ccc(-n2cnnn2)cc1)c1ccc(C)cc1 do in these assays?
Tb PYK inh: 1%; Pf growth 48h: inconclusive; Pf growth 96h: -18%; Sm TGR inh: 3%; HCV inh: inconclusive

What do the screens show for `CSc1ncccc1C(=O)NCCc1ccccc1`?
Tb PYK inh: -7%; Pf growth 48h: 11%; LmPK inh: -3%; Pf growth 96h: 29%; Sm TGR inh: 10%; HCV inh: 2%

What do the screens show for `Cc1cnc(C(=O)OCC(=O)NC23CC4CC(CC(C4)C2)C3)cn1`?
Tb PYK inh: 3%; Pf growth 48h: -24%; LmPK inh: 3%; Sm TGR inh: 6%; HCV inh: 5%

Results for C=CCNC(=O)N1CCC(n2nccc2NC(=O)CCc2ccccc2)CC1 ?
Tb PYK inh: -5%; Pf growth 48h: 13%; LmPK inh: 4%; Pf growth 96h: inconclusive; Sm TGR inh: -15%; HCV inh: 24%

How did Cc1ccc(C(=O)Nc2ccc(Cl)cc2C(F)(F)F)c(Cl)c1 do in these assays?
Tb PYK inh: 4%; Pf growth 48h: 63%[activator]; LmPK inh: 4%; Pf growth 96h: 41%[activator]; Sm TGR inh: -5%; HCV inh: -8%

What do the screens show for `O=C(CC1Nc2ccccc2NC1=O)Nc1ccccc1` (centres undefined)?
Tb PYK inh: -4%; Pf growth 48h: 12µM*; LmPK inh: -6%; Sm TGR inh: inconclusive; HCV inh: inconclusive

What do the screens show for `CCCNc1cc(C)oc(=O)c1C(=O)CC`?
Tb PYK inh: 0%; Pf growth 48h: 15%; LmPK inh: 4%; Pf growth 96h: 12%; Sm TGR inh: 7%; HCV inh: -16%

What do the screens show for `CCCCC[C@H](O)/C=C/[C@@H]1[C@@H](C/C=C\CCCC(=O)O)[C@@H](O)C[C@H]1O`?
Tb PYK inh: 1%&1%; Pf growth 48h: -10%&19%; LmPK inh: 4%; Pf growth 96h: inconclusive; Sm TGR inh: 4%; HCV inh: -14%

What do the screens show for `CC(C)NC(=O)COc1ncnc2sccc12`?
Tb PYK inh: 0%; Pf growth 48h: 6%; LmPK inh: -3%; Pf growth 96h: 67%[activator]; Sm TGR inh: -16%

Results for Cc1nc2ccc(NC(=O)Cc3ccccc3F)cc2s1 ?
Tb PYK inh: 1%; Pf growth 48h: 117%[activator]; LmPK inh: -26%; Pf growth 96h: 100%[activator]; HCV inh: 4%

How did CC(=O)c1cn(CC(=O)Nc2ccccc2Cl)c2ccccc12 do in these assays?
Tb PYK inh: -1%; Pf growth 48h: 4%; LmPK inh: -2%; Pf growth 96h: 148%[activator]; Sm TGR inh: -16%; HCV inh: 11µM*

How did C=CCn1c(SCC(=O)N2CCCC2)nc2cc(C(=O)NCC3CCCO3)ccc2c1=O (centres undefined) do in these assays?
Tb PYK inh: 1%; Pf growth 48h: -14%; LmPK inh: -1%; Pf growth 96h: inconclusive; Sm TGR inh: 0%; HCV inh: -27%

What do the screens show for `CCc1ccccc1NC(=O)NC1CC2CCC(C1)N2Cc1ccco1` (centres undefined)?
Tb PYK inh: -3%; Pf growth 48h: 6%; LmPK inh: -4%; Pf growth 96h: 40%[activator]; HCV inh: 4%

Results for O=C1CCC(/C=C/c2ccccc2)=NN1Cc1ccccc1 ?
Tb PYK inh: 0%; Pf growth 48h: 3%; LmPK inh: 0%; Pf growth 96h: -11%; Sm TGR inh: 2%; HCV inh: 5%

How did OC1(c2ccc(Br)cc2)CCNCC1 do in these assays?
Tb PYK inh: -3%; Pf growth 48h: 3%; LmPK inh: 1%; Sm TGR inh: 50µM*; HCV inh: inconclusive

4 structures from above, ordered by length of the SMILES, lowest first.
Results for Cc1nc2ccc(NC(=O)Cc3ccccc3F)cc2s1 ?
Tb PYK inh: 1%; Pf growth 48h: 117%[activator]; LmPK inh: -26%; Pf growth 96h: 100%[activator]; HCV inh: 4%

Results for O=C1CCC(/C=C/c2ccccc2)=NN1Cc1ccccc1 ?
Tb PYK inh: 0%; Pf growth 48h: 3%; LmPK inh: 0%; Pf growth 96h: -11%; Sm TGR inh: 2%; HCV inh: 5%

What do the screens show for `CCc1ccccc1NC(=O)NC1CC2CCC(C1)N2Cc1ccco1` (centres undefined)?
Tb PYK inh: -3%; Pf growth 48h: 6%; LmPK inh: -4%; Pf growth 96h: 40%[activator]; HCV inh: 4%

What do the screens show for `CCCCC[C@H](O)/C=C/[C@@H]1[C@@H](C/C=C\CCCC(=O)O)[C@@H](O)C[C@H]1O`?
Tb PYK inh: 1%&1%; Pf growth 48h: -10%&19%; LmPK inh: 4%; Pf growth 96h: inconclusive; Sm TGR inh: 4%; HCV inh: -14%

(continued)
Results for CC(CCc1ccccc1)NC(=O)Cc1cccs1 (centres undefined) ?
Tb PYK inh: 2%; Pf growth 48h: 0%; LmPK inh: -1%; Pf growth 96h: 26%; Sm TGR inh: 0%; HCV inh: -2%

What do the screens show for `COc1ccc(NC(=O)CN(C)S(=O)(=O)c2ccc(C)cc2)c([N+](=O)[O-])c1`?
Tb PYK inh: 0%; Pf growth 48h: 3%; LmPK inh: 3%; Pf growth 96h: inconclusive; Sm TGR inh: 2%; HCV inh: -6%

How did CCCCCn1cnnc1SCC(=O)c1c(N)n(C2CC2)c(=O)[nH]c1=O do in these assays?
Tb PYK inh: -4%; Pf growth 48h: -5%; Pf growth 96h: -1%; Sm TGR inh: -1%; HCV inh: 15%

How did Nc1nc(-c2c[nH]c3ccccc23)cs1 do in these assays?
Tb PYK inh: -15%; Pf growth 48h: inconclusive; LmPK inh: 9%; Sm TGR inh: 29%; HCV inh: -19%

Source: PubChem BioAssay (National Center for Advancing Translational Sciences (NCATS))
